Compound activity: PubChem, National Center for Advancing Translational Sciences (NCATS)
12-LOX inh: ALOX12 (human) lipoxygenase inhibition; 1.1% of 580,000 active; P18054; Potency, µM (top dose mostly 108 µM), for inactives: at the top dose activity change, negative = inhibition, hits mostly inhibitors; purified 12hLO, xylenol orange hydroperoxide absorbance; AID 1671190; also: % is scaled to controls: 0 for no effect and ±100 for the full control effect
Target sequence (P18054 whole entry, looked up): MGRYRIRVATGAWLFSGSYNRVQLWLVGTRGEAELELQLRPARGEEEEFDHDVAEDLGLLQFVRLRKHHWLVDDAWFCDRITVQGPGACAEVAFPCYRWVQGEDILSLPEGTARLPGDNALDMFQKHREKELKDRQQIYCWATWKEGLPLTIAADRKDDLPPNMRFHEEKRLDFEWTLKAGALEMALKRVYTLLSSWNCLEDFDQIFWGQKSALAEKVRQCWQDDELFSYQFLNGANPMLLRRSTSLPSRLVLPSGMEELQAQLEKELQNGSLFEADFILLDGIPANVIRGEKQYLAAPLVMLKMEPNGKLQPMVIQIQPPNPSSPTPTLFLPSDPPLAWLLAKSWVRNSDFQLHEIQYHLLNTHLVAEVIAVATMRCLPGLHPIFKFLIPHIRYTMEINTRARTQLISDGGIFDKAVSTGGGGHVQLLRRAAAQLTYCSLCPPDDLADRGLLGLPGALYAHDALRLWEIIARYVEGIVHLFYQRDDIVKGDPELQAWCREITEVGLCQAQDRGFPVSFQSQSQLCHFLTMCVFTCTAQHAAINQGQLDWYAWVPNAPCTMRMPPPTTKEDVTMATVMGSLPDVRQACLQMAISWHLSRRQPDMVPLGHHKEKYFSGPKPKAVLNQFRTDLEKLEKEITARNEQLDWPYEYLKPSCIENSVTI
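Purified human 12hLO (150 nM final) in 25 mM Hepes, 0.01% Triton X-100, pH 7.0 was preincubated 15 min at room temperature with compound. Then 40 uM arachidonic acid was added, 30 min. Hydroperoxide was read by Fe-XO absorbance ratio 573/405 nm.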
IDH1 R132H inh: human IDH1 R132H inhibition | O75874 | IDH1-R132H enzyme, NADPH consumption, diaphorase/resazurin fluorescence | Potency, µM (doses to about 76.6 µM), without a hit: top-dose activity change, negative = inhibition, most hits filed as inhibitors | 0.093% of 390,000 active | AID 602179; also: % is scaled to controls: 0 for no effect and ±100 for the full control effect; nearly all actives have a fitted effect of over 65% in size
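IDH1-R132H (0.5 ug/mL) preincubated 30 min with compound, then NADPH (0.016 mM) and alpha-KG (2 mM) added; 80 min at RT, pH 7.5. Remaining NADPH coupled via diaphorase/resazurin to fluorescence (540/590 nm); concentration-response curves normalized to no-enzyme control.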
RXFP1 ag: activates the human relaxin receptor RXFP1; HEK293T-RXFP1 cAMP TR-FRET, 30 min; response scale: percent of porcine relaxin response, buffer zero; Q9HBX9; AID 2676; 0.3% of 370,000 active; Potency, µM (doses to about 57.5 µM), for inactives: at the highest dose activation, most hits filed as activators; also: % is scaled to controls: 0 for no effect and ±100 for the full control effect; nearly all actives have a fitted effect of over 60% in size; many of its hits are not listed in these tables
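HEK293T cells stably expressing RXFP1 were pretreated with the PDE4 inhibitor Ro 20174, exposed to compounds for 30 min at 37C, lysed, and cAMP was read by TR-FRET. Data normalized to buffer (basal) and 29 nM porcine relaxin (100%).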
USP1-UAF1 inh: blocks the human USP1/UAF1 deubiquitinase complex. O94782. recombinant USP1/UAF1, Ub-Rhodamine cleavage fluorescence. Potency, µM (highest dose often 57.1 µM), without a hit: at the highest dose activity change, negative = inhibition, actives largely listed as inhibitors. 0.23% of 390,000 active. AID 743255; also: % is scaled to controls: 0 for no effect and ±100 for the full control effect; nearly all actives have a fitted effect of over 60% in size; inactives centre near -12
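High-throughput fluorogenic screen: 1nM USP1/UAF1 complex, Ub-Rho substrate 150nM final, 50mM HEPES pH 7.8 with 0.5mM EDTA, 0.1 mg/ml BSA, 1mM TCEP and 0.01% Tween-20.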
Vif-A3G inh: Vif-A3G binding inhibition; Potency, µM (highest dose often 46.1 µM), without a hit: at the top dose activity, negative = active, usual class: inhibitors; HeLa A3G-eYFP + Vif (tagged APOBEC3G with the HIV-1 protein that degrades it), YFP fluorescence, overnight; Q9HC16; 0.076% of 410,000 active;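 also: % is scaled to controls: 0 for no effect and ±100 for the full control effect; nearly all actives have a fitted effect of over 60% in size; hits raise eYFP signal because A3G escapes Vif-driven loss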
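Read-out is eYFP fluorescence (Ex 488/Em 500-530) from Vif-expressing HeLa A3G-eYFP cells; more signal means A3G escaped Vif-mediated degradation. Cells plated overnight, compound pinned in, incubated overnight at 37 deg C.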
RGS4 inhibitor: blocks human RGS4-accelerated GTP hydrolysis. P49798. Transcreener GDP fluorescence polarization, RGS4-accelerated GTP hydrolysis. Potency, µM (top dose mostly 114 µM), for the others: top-dose activity change, negative = inhibition, hits mostly inhibitors. 0.039% of 390,000 active. AID 504845; also: % is scaled to controls: 0 for no effect and ±100 for the full control effect; nearly all actives have a fitted effect of over 75% in size; some results filed as inactive show a strong effect at the top dose
Target sequence (P49798 whole entry, looked up): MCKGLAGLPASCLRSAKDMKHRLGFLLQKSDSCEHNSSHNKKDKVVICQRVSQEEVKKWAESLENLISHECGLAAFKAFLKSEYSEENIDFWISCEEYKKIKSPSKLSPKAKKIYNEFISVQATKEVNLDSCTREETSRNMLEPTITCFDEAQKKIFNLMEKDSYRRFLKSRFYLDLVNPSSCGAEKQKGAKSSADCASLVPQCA
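MLSMR compounds (23 nl, pin-transferred) preincubated 10 min at room temperature with a 500nM (2x) first reagent, then RGS4 at 900nM (2x) plus Transcreener GDP mix added; fluorescence polarization (620/688 nm) read before and after 90 min at 30 °C.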
Vif-APOBEC3F blk: blocks the Vif interaction with APOBEC3F. HeLa A3F-eYFP + Vif (tagged APOBEC3F with the HIV-1 protein that degrades it), YFP fluorescence increase. Potency, µM (top dose mostly 46.1 µM), inactives show at the highest dose activity, negative = active. 0.2% of 390,000 active. AID 602313; also: % of control where 0% means no effect; nearly all actives have a fitted effect of over 65% in size
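Fluorescence increase (Ex 488/Em 500-530) after overnight compound treatment at 37 deg C flags inhibition of Vif-driven A3F-eYFP loss in stable HeLa A3F-eYFP/Vif cells seeded overnight beforehand.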
rTrxR1 inhibitor: rat TrxR1 inhibition | O89049 | recombinant rTrxR1, NADPH fluorescence consumption, selenite substrate | Potency, µM (titrated, usually from 114 µM), without a hit: at the highest dose activity change, negative = inhibition, usual class: inhibitors | 1% of 390,000 active | AID 588453; also: % is scaled to controls: 0 for no effect and ±100 for the full control effect; nearly all actives have a fitted effect of over 65% in size
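Rat TrxR1 (90 nM in the dispensed reagent) was pre-reduced with 400 uM NADPH for 5 min at room temperature, then incubated with compound for 15 min. After 400 uM selenite was added, NADPH fluorescence (Ex 340/Em 450 nm) was followed for 8 min.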
TrxR1 substrate: rat thioredoxin reductase 1 substrate activity; O89049; purified TrxR1 substrate turnover, NADPH consumption readout; Potency, µM (top dose mostly 114 µM), for the others: at the highest dose activity change, negative = substrate turnover; 0.01% of 390,000 active; AID 588456; also: % is scaled to controls: 0 for no effect and ±100 for the full control effect; nearly all actives have a fitted effect of over 50% in size
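Rat TrxR1, dispensed at 90 nM, was prereduced with 400 uM NADPH (final) for 5 min at ~22 deg C, then incubated with compound 15 min before 400 uM selenite. A first-read NADPH fluorescence drop versus no-compound background flagged substrates.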
* = called active by the depositor; ? = inconclusive; . = not tested or not shown; [ ] = another dose, or the depositor's remark. Calls follow the shape of the dose curve; as a rule, active = well fitted curve in the direction sought with a large enough effect; inconclusive = small, poorly fitted or top-dose-only effect, or another doubt; inactive = no such curve, though single readings can be large; an effect the other way counts as inactive or inconclusive. Potency is read from the fitted curve at half-maximal effect.

canonical_smiles	12-LOX inh	IDH1 R132H inh	RXFP1 ag	USP1-UAF1 inh	Vif-A3G inh	RGS4 inhibitor	Vif-APOBEC3F blk	rTrxR1 inhibitor	TrxR1 substrate
C/C(=N\N=C(N)N)c1ccc(Cl)cc1Cl	-22%	-1%	2.3%	0%	-6%	-7%	1%	8%[57.1 µM]	5%[57.1 µM]
CCN(CC(=O)Nc1c(F)cccc1F)C(=O)c1nc2nccc(C)n2n1	176%[activator]	4%	5.1%	-13%	2%	-7%	0%	16%	-2%
CC(C)Oc1cc(S(=O)(=O)N2CCCCC2)ccc1N	1%	-3%	0.3%	-24%	-10%	-2%	6%	8%[57.1 µM]	1%[57.1 µM]
C=C(C)Cn1c(SCC(=O)N/N=C/c2ccccc2)nc2ccccc2c1=O	-4%	5%	-0.7%	3%	-14%	-28%	4%	6%	-2%
CCCNC(=O)c1ccc2c(c1)nc1n2CCCCC1	-11%	-15%	3.4%	0%	-2%	?	-6%	23%[57.1 µM]	3%[57.1 µM]
CSCCC(NC(=O)C1CCC(C)CC1)C(=O)NCc1ccco1 (stereo not drawn)	0%	-3%	3.7%	-7%	-1%	18%	2%	1%	-1%[57.1 µM]
Cc1ccc(NC(=O)CSc2nnc(Cn3cnc4ccccc43)o2)c(C)c1	-2%	-3%	-2.6%	-2%	2%	13%	-24%	10%	-1%
COc1ccc(OC)c(S(=O)(=O)NCc2ccc(N3CCN(C)CC3)cc2)c1	0%	7%	1.4%	-10%	-1%	2%	-3%	10%	5%
C[C@@]12CCC3[C@@](CCC4[C@@]3(C)CCC[C@@]4(C)C(=O)NC3CCCCC3)(CC1=O)C2 (stereo partly drawn)	-14%	-13%	1.3%	-19%	5%	10%	7%	13%	-2%
COc1ccc2nc(SCC(=O)Nc3cc(C)on3)c(C#N)cc2c1	-15%	-7%	-11%	-11%	1%	12%	?	26%	3%
CCOc1cccc(OCCOc2ccccc2[N+](=O)[O-])c1	12%	4%	3.8%	-16%	0%	-41%	-4%	18%[57.1 µM]	-10%
O=C(CSc1nc(=O)n2ccccc2n1)OCc1ccccc1	19%	10%	1.6%	-12%	2%	-10%	-13%	7%	-3%
CC(NC(=O)CSc1nnc(-c2cc3cc(Cl)ccc3o2)n1C)c1ccccc1 (stereo not drawn)	0%	6%	-1.2%	-8%	1%	11%	7%	15%[57.1 µM]	4%[57.1 µM]
Nn1cc(-c2ccccc2)nc1SCC(=O)N1CCN(S(=O)(=O)c2ccc3ccccc3c2)CC1	0%	1%	3.8%	4%	-1%	-6%	-12%	2%	-4%
NC(=O)CN1C(=O)C2C3CCC(C3)C2C1=O (stereo not drawn)	-12%	3%	.	-4%	3%	.	-7%	.	.
CC(C(=O)N1CCc2ccccc21)N1CCN(c2cccc(C(F)(F)F)c2)CC1 (stereo not drawn)	-6%	0%	1.3%	-4%	0%	-26%	15%	12%[57.1 µM]	-2%[57.1 µM]
CCCCn1c(SCC(=O)Nc2cc(C(F)(F)F)ccc2Cl)nnc1C(CC)N(C)C (stereo not drawn)	-3%	5%	1.6%	-21%	0%	-18%	-8%	7%	3%
CCC(Sc1nc2c(cnn2-c2ccc(Cl)cc2)c(=O)[nH]1)C(=O)OC (stereo not drawn)	-9%	-4%	-0.3%	-12%	0%	-27%	-6%	16%[57.1 µM]	3%[57.1 µM]
Cc1cc(NC(=O)C2CC(c3ccc(Cl)cc3)=NO2)no1 (stereo not drawn)	9%	9%	0.1%	-6%	1%	13%	-2%	8%[57.1 µM]	10%[57.1 µM]
COCCn1c(=O)[nH]c2cc(C(=O)NC(C)C)ccc2c1=O	0%	6%	-1.1%	-3%	-1%	-6%	-2%	12%	31%
CC(CNc1ccc([N+](=O)[O-])cc1)NC(=O)c1ccccc1Br (stereo not drawn)	-16%	-1%	2.2%	-5%	-1%	6%	1%	3%	2%
Cn1c(=O)c2c(O)c(C=Nc3ccc(F)cc3)c(=O)n(C)c2n(C)c1=O	.	-8%	10%	-21%	-9%	-7%	-7%	7%	-1%
Cc1ccc(C)c(S(=O)(=O)n2nc(C)c(S(=O)(=O)N3CCC(C)CC3)c2C)c1	?	-1%	-0.6%	?	-3%	2%	-13%	19%[57.1 µM]	4%[57.1 µM]
COC(=O)C1=C(C)N(c2cccc(C)c2)C(=O)/C1=C\c1cccs1	-28%	4%	3.0%	3%	-10%	-1%	?	-3%[57.1 µM]	3%[57.1 µM]
O=C(Nc1cnn(Cc2ccc(F)cc2)c1)c1cc2nc(-c3ccco3)cc(C(F)(F)F)n2n1	392%[activator]	6%	2.1%	2%	1%	18%	-1%	-11%	-10%
Cn1cccc1C(=O)OCC(=O)N1c2ccccc2NC(=O)C1(C)C	1%	-2%	-0.3%	-24%	0%	4%	-4%	19%	7%
O=C(Nc1nnc(Cc2ccc(Cl)cc2)s1)c1cccnc1	-6%	7%	-0.9%	-15%	0%	-29%	-9%	20%	1%
O=S(=O)(c1ccc2oc3ccc(S(=O)(=O)N4CCCCC4)cc3c2c1)N1CCCCC1	0%	2%	0.0%	-3%	1%	6%	3%	-8%	-3%
CCCn1c2c(c(O)c(C(=O)NCc3ccccc3)c1=O)CCCC2	?	-1%	2.1%	2%	2%	8%	3%	7%[57.1 µM]	-1%[57.1 µM]
Cc1cnc(C(=O)NC2CC(C)(C)Cc3c2cnn3-c2ccccc2)cn1 (stereo not drawn)	?	1%	1.4%	-12%	-10%	-5%	-2%	10%	1%
CCN(CC)C(=O)C1CCN(Cc2cn(C)nc2-c2ccc(Oc3ccccc3)cc2)CC1	7%	-1%	5.2%	-19%	1%	-7%	-5%	22%	3%
CCC(=O)Nc1ccc(Cl)c(NC(=O)c2ccccc2OC)c1	-11%	1%	5.1%	-16%	-5%	12%	22%	5%	2%
COc1ccccc1NS(=O)(=O)c1cccc(C(=O)N/N=C/c2ccc(NC(C)=O)cc2)c1	7%	4%	0.0%	-22%	-4%	-41%	-13%	231%[activator]	125%[activator]

Entries from the list above containing a Cl atom (7):
canonical_smiles	12-LOX inh	IDH1 R132H inh	RXFP1 ag	USP1-UAF1 inh	Vif-A3G inh	RGS4 inhibitor	Vif-APOBEC3F blk	rTrxR1 inhibitor	TrxR1 substrate
C/C(=N\N=C(N)N)c1ccc(Cl)cc1Cl	-22%	-1%	2.3%	0%	-6%	-7%	1%	8%[57.1 µM]	5%[57.1 µM]
CC(NC(=O)CSc1nnc(-c2cc3cc(Cl)ccc3o2)n1C)c1ccccc1 (stereo not drawn)	0%	6%	-1.2%	-8%	1%	11%	7%	15%[57.1 µM]	4%[57.1 µM]
CCCCn1c(SCC(=O)Nc2cc(C(F)(F)F)ccc2Cl)nnc1C(CC)N(C)C (stereo not drawn)	-3%	5%	1.6%	-21%	0%	-18%	-8%	7%	3%
CCC(Sc1nc2c(cnn2-c2ccc(Cl)cc2)c(=O)[nH]1)C(=O)OC (stereo not drawn)	-9%	-4%	-0.3%	-12%	0%	-27%	-6%	16%[57.1 µM]	3%[57.1 µM]
Cc1cc(NC(=O)C2CC(c3ccc(Cl)cc3)=NO2)no1 (stereo not drawn)	9%	9%	0.1%	-6%	1%	13%	-2%	8%[57.1 µM]	10%[57.1 µM]
O=C(Nc1nnc(Cc2ccc(Cl)cc2)s1)c1cccnc1	-6%	7%	-0.9%	-15%	0%	-29%	-9%	20%	1%
CCC(=O)Nc1ccc(Cl)c(NC(=O)c2ccccc2OC)c1	-11%	1%	5.1%	-16%	-5%	12%	22%	5%	2%

The list is partial; the hit share may differ from the screen's.
